# Assay outcomes as filed in PubChem BioAssay.
# Epigenetic reg – epigenetic control regulation, reporter derepression | murine LDR cells, GFP reporter derepression, 30 h | Potency, µM (doses to about 53.9 µM), without a hit: at the top dose GFP activation, usual class: activators | actives 0.2% (n = 280,000) | AID 1865; also: potency is read from the fitted curve at half-maximal effect; % of control where 0% means no effect; nearly all actives have a fitted effect of over 60% in size
#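 Murine LDR cells carrying a silenced, genomically integrated CMV-driven GFP reporter were exposed to compound for 30 hours at 37 C. After PBS washes, GFP-positive cells (20–120 um objects) were counted by laser-scanning microplate cytometry.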
# TRb SRC2 PPI – inhibitors of human thyroid hormone receptor beta-SRC2 interaction; P10828; AID 1469; Potency, µM (titrated, usually from 106 µM), without a hit: at the highest dose activity change, negative = inhibition, hits mostly inhibitors; TRbeta-SRC2 peptide binding, fluorescence polarization; receptor liganded with 1 µM T3; actives 0.065% (n = 280,000);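 also: potency is read from the fitted curve at half-maximal effect; plate controls were bound peptide for no effect and peptide without receptor for full effect; nearly all actives have a fitted effect of over 50% in size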
#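 Polarization signal, normalized between peptide-alone and full complex controls, measured compound effects on T3-liganded human TRb LBD (0.6 uM) binding 20 nM Texas Red SRC2 peptide after 5 hr.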
# Tau fluor cs – counter-screen for tau fibril formation inhibitors; Potency, µM (top dose mostly 57.7 µM), for inactives: top-dose activity change, negative = decrease; tau K18 P301L (four-repeat tau fragment) Alexa594 fluorescence, heparin fibrillization; actives 0.93% (n = 280,000); also: potency is read from the fitted curve at half-maximal effect; % is scaled to controls: 0 for no effect and ±100 for the full control effect; nearly all actives have a fitted effect of over 55% in size
#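 Human K18 P301L tau (15 uM unlabeled plus 0.24 uM Alexa 594-labeled, final) in 100 mM sodium acetate pH 7 was mixed with compound and 20 uM heparin and incubated 6 hr at 37 C.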
# NPSR antagonist – antagonists of human neuropeptide S receptor cAMP signaling | Potency, µM (top dose mostly 38.3 µM), for the others: at the top dose activity change, negative = inhibition, hits mostly inhibitors | actives 1% (n = 220,000) | AID 1461 | CHO-NPSR cells, cAMP TR-FRET, antagonist mode | Q6W5P4; also: potency is read from the fitted curve at half-maximal effect; % is scaled to controls: 0 for no effect and ±100 for the full control effect; nearly all actives have a fitted effect of over 50% in size; many of its hits are not listed in these tables
# Target sequence (Q6W5P4 whole entry, looked up): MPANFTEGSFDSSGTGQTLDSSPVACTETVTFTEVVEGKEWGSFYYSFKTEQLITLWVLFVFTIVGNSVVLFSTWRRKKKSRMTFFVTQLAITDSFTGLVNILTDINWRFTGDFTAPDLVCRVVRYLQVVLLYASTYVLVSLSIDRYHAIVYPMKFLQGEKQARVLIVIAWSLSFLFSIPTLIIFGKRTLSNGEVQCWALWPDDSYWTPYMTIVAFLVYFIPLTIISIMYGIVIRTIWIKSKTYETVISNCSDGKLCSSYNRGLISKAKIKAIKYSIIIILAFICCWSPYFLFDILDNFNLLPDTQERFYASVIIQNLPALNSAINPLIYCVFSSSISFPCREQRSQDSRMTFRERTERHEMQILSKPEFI
# CBFb RUNX1 block – inhibitors of human CBF-beta and RUNX1 interaction; Potency, µM (highest dose often 59.8 µM), for inactives: top-dose activity, negative = inhibition, most hits filed as inhibitors; 230,000 tested, under 10 active; AlphaScreen CBFb-His/RUNX1-biotin binding, biochemical; Q01196+Q13951; also: % of control where 0% means no effect
# Target sequence (Q01196 whole entry, looked up): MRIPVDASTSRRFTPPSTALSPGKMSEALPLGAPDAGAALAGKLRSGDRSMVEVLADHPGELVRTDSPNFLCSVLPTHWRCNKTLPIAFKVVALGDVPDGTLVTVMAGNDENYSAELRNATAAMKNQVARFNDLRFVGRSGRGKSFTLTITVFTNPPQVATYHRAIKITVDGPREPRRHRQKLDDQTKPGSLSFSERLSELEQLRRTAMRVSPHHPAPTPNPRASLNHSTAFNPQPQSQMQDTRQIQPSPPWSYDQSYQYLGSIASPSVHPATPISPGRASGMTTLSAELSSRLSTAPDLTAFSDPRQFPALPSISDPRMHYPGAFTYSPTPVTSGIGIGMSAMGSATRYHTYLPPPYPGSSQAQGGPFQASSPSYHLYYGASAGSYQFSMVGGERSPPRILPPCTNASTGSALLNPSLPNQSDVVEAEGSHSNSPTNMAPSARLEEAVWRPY
# Target sequence (Q13951 whole entry, looked up): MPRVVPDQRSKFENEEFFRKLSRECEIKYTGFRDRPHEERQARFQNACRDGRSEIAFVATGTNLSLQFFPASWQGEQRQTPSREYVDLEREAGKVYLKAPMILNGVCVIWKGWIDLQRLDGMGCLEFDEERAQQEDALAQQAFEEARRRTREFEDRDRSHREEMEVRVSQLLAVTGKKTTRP
#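 CBF-beta (His) and RUNX1 (biotin), 30 nM each; 20 min preassociation; + compound, 15 min; + beads 50 ng each (Ni, streptavidin), 90 min; RT; AlphaScreen read.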
# Tau FP inhib – blocks human tau fibril formation measured by polarization | AID 1468 | K18 P301L tau heparin fibrillization, Alexa594 FP, 6 h | actives 0.39% (n = 280,000) | Potency, µM (doses to about 57.7 µM), for the others: top-dose activity, negative = inhibition, usual class: inhibitors | P10636; also: potency is read from the fitted curve at half-maximal effect; % is scaled to controls: 0 for no effect and ±100 for the full control effect; nearly all actives have a fitted effect of over 55% in size
#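 Quantitative HTS format: compounds meet 15 uM recombinant K18 P301L tau and Alexa 594-tau tracer in 100 mM sodium acetate pH 7; 20 uM heparin triggers fibrillization at 37 C over 6 hr; FP gives the signal.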
# GLA spleen mod – inhibits or activates alpha-galactosidase in human spleen homogenate. Potency, µM (series often up to 80 µM), for inactives: at the highest dose activity change, negative = inhibition, most hits filed as inhibitors. P06280. human spleen homogenate, 4MU-alpha-Gal fluorescence, 40 min. actives 0.008% (n = 240,000);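 also: potency is read from the fitted curve at half-maximal effect; 0% = enzyme with vehicle and -100% = no enzyme basal signal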
#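 Inhibition or activation of alpha-galactosidase in human spleen homogenate is scored by 4-MU fluorescence after 40 min at 37C, pH 5.0, with 1 mM substrate. AC50s come from concentration-response fitted to the Hill equation.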
# TR SRC2 fluor cs – counter-screen for TRb-SRC2 inhibitors: fluorescence interference | Potency, µM (titrated, usually from 106 µM), without a hit: top-dose fluorescence change, negative = quenching | TRb/SRC2 Texas Red total fluorescence interference | actives 0.29% (n = 280,000); active = well fitted curve in either direction with a large enough effect; inconclusive = small, poorly fitted or top-dose-only effect; also: potency is read from the fitted curve at half-maximal effect; % is scaled to controls: 0 for no effect and ±100 for the full control effect
#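 Human TRβ ligand-binding domain (0.6 uM) and Texas Red SRC2 peptide (20 nM) in Tris buffer with 1 uM T3 and 5% DMSO were incubated with pinned compound for 5 hr at ambient temperature. Total fluorescence was computed as S + 2P (555/632 nm).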
# Numbers without * were called inactive; ? = inconclusive; nt = not tested or not shown; & = joins results of further samples; [ ] = dose if it differs, or a comment. Unless noted, calls follow the shape of the dose curve; as a rule, active = well fitted curve in the direction sought with a large enough effect; inconclusive = small, poorly fitted or top-dose-only effect, or another doubt; inactive = no such curve, though single readings can be large; an effect the other way counts as inactive or inconclusive.
SMILES	Epigenetic reg	TRb SRC2 PPI	Tau fluor cs	NPSR antagonist	CBFb RUNX1 block	Tau FP inhib	GLA spleen mod	TR SRC2 fluor cs
Clc1ccccc1-c1nnc(-c2ccccc2CNc2ccccc2)o1	2.0%	6%	-18%	nt	nt	2%	nt	-1%
CC(Sc1nnc(-c2cccs2)n1-c1ccccc1)C(=O)NCc1ccco1 (stereo not given)	-1.0%	-5%	0%	-15%[46.1 µM]	-3%	14%	-3%	-2%
CC(CC(=O)Nc1ccncc1)c1ccccc1 (stereo not given)	1.1%	-4%	-1%	0%[46.1 µM]	10%	2%	0%	-2%
NC(=O)Nc1ccc(C(=O)OCC(=O)Nc2ccc(Cl)cn2)cc1	1.1%	1%	-24%	3%[7.67 µM]	3%	-7%	11%	1%
Cc1cccc(NC(=O)C2NC(=O)CC2c2ccccc2)c1C (stereo not given)	-4.2%	-19%	-2%	-5%[46.1 µM]	-4%	-2%	12%	1%
CCCN(CCC)c1nc2ccccc2nc1C(C#N)C(=O)OCCOC (stereo not given)	-0.7%	3%	-5%	-28%[46.1 µM]	-1%	0%	11%	-1%
O=C(C1CCN(S(=O)(=O)N2CCCCC2)CC1)N1CCCCC1	-4.8%	-7%	6%	7%	-7%	-1%	0%	-1%
Oc1ccc(NC(=S)Nc2ccc(O)cc2)cc1	-3.0%	?	?	-21%	-28%	?	10%	-4%
COc1cc(NC(=O)CSc2nnnn2Cc2ccc3c(c2)OCO3)cc(OC)c1	13%	5%	-24%	-19%[46.1 µM]	-1%	-11%	-8%	-4%
O=C(COC(=O)c1ccc(Sc2ccccc2)c([N+](=O)[O-])c1)NC1CCS(=O)(=O)C1 (stereo not given)	1.3%	2%	?	-11%	-23%	5%	-1%	-2%
CCOc1cc(-c2noc(CCC(=O)N3CCOCC3)n2)ccc1OC	-1.1%	-10%	-3%	15%[46.1 µM]	-1%	-5%	2%	0%
COc1ccc(CCN2CC(C(=O)NCCc3ccccc3)CC2=O)cc1OC (stereo not given)	-0.2%&1.6%	-5%&0%	0%&-10%	21%	0%	9%&-11%	8%	0%&0%
CCn1c(SCC(=O)Nc2ccc(NC(C)=O)cc2)nnc1C1CC1	1.5%	2%	0%	-1%[46.1 µM]	-3%	1%	12%	-6%
COc1ccc(CNC(=O)CCCNS(=O)(=O)c2cccc3nonc23)cc1	0.0%	-13%	-4%	-8%[46.1 µM]	-1%	3%	-4%	2%
O=Cc1ccc(Sc2nnc(-c3ccccc3)o2)c([N+](=O)[O-])c1	-3.2%	-21%	16µM*[quencher]	-7%[46.1 µM]	-1%	?	2%	-4%
CNC(=O)c1ccccc1NC(=O)c1c(O)c2c([nH]c1=O)CCCC2	0.9%	9%	-4%	-12%[46.1 µM]	4%	10%	5%	0%
COc1ccc(N2CCN(S(=O)(=O)CCNC(=O)c3cc(=O)c4ccccc4o3)CC2)cc1	-1.7%	2%	-10%	nt	nt	-10%	nt	-7%
CCOC(=O)c1nn(-c2ccc(C)cc2)c2nc(Nc3ccccc3)cc(=O)n12	-1.0%	-2%	-14%	-18%[46.1 µM]	-9%	2%	4%	1%
O=C(CCNC(=O)Cn1ccc2ccccc2c1=O)NCCCN1CCN(c2ccc(F)cc2)CC1	-2.0%	13%	4%	2%[46.1 µM]	-2%	-1%	8%	0%
Cc1c[nH]c(=O)c([N+](=O)[O-])c1	0.1%	0%	2%	8%	6%	13%	1%	-6%
CC1(C)CC(=O)c2sc(NC(=O)c3ccc4ncsc4c3)nc2C1	-0.8%	-11%	2%	-25%[46.1 µM]	0%	1%	-12%	-4%
Cn1c(-c2cc3c(C(F)(F)F)nn(C)c3s2)n[nH]c1=S	2.5%	-12%	2%	-14%[46.1 µM]	-6%	-3%	4%	-2%
Cc1cc(NC(=O)COC(=O)COc2ccc(C(=O)c3ccccc3)cc2)no1	0.8%	0%	-14%	-8%[46.1 µM]	4%	1%	3%	3%
O=C(CCc1ccccc1)Nc1ccccc1	?	-3%	-10%	-7%	1%	-7%[2.34 µM]	13%	-3%
COc1cc2c(cc1OC)OC(C)(C)C=C2	-1.1%	3%	-10%	nt	-16%	-3%	13%	-2%
O=C(Nc1c(C(=O)N2CCCCC2)cnn1-c1ccccc1)c1ccccc1	3.6%	-5%	3%	-8%[46.1 µM]	4%	9%	-3%	1%
COC(=O)c1cccc(NC(=O)NC23CC4CC(CC(C4)C2)C3)c1	4.4%	1%	?	?	0%	?	6%	3%
O=C(CSc1nccc(=O)[nH]1)Nc1ccccc1Sc1ccccc1	-3.2%	0%	-1%	-5%	15%	3%	-4%	-2%
Cc1ccccc1OCc1ccc(-c2nc(C#N)c(NCCCN(C)C)o2)o1	0.0%	2%	?	nt	nt	?	nt	-1%
CC(=O)c1cc(-c2ccc(F)cc2)n(CCC(=O)NC2CCCCC2)c1C	-1.1%	0%	-13%	nt	nt	0%	nt	-25%
Cc1cccc(NC(=O)CCNS(=O)(=O)c2ccc3c(c2)CCCC(=O)N3)c1C	-1.3%	-1%	-4%	nt	nt	1%	nt	-3%
CCOC(=O)c1cc2n(c1/N=C/N(C)C)-c1ccccc1C2=O	0.0%	6%	?	-5%[46.1 µM]	3%	25µM*	0%	1%
COCCNc1oc(COc2cccc(C)c2)nc1C#N	?	-8%	0%	-7%[46.1 µM]	0%	-4%	-2%	-4%
COc1ccccc1N1CCN(Cc2cccs2)CC1	2.7%	8%	-15%	1%[46.1 µM]	-4%	-7%	-3%	0%
CCN(CC)CCCNC(=O)C(C)n1c2ccccc2c2nc(=O)cc(C)n21 (stereo not given)	0.0%	11%	-9%	8%	10%	-1%	3%	2%
Nc1nncn1C(=O)c1c(Cl)cccc1Cl	6.3%	-1%	4%	-5%[46.1 µM]	0%	5%	3%	5%
Cc1cc(F)ccc1NC(=O)C1CCN(S(=O)(=O)c2ccc3c(c2)CCCC(=O)N3)CC1	0.0%	-1%	4%	nt	nt	3%	nt	-4%
CCC(=O)Nc1ccc(NC(=O)CSc2nnc(-c3ccc(O)cc3)n2CC2CCCO2)cc1 (stereo not given)	1.5%	-10%[53 µM]	7%	-21%	0%	4%	5%	-1%[53 µM]
CCOC(=O)c1ccccc1NC(=O)CSc1nnnn1C1CCCCC1	-1.0%	-1%	?	?	10%	?	15%	1%
CCCCNCc1cc(Br)c(OCC(=O)N2CCOCC2)c(OC)c1	-0.9%	4%	-2%	-5%[46.1 µM]	3%	0%	-6%	2%

# Ordered by SMILES length (highest first): some entries from above
SMILES	Epigenetic reg	TRb SRC2 PPI	Tau fluor cs	NPSR antagonist	CBFb RUNX1 block	Tau FP inhib	GLA spleen mod	TR SRC2 fluor cs
Cc1cc(F)ccc1NC(=O)C1CCN(S(=O)(=O)c2ccc3c(c2)CCCC(=O)N3)CC1	0.0%	-1%	4%	nt	nt	3%	nt	-4%
Cc1cccc(NC(=O)CCNS(=O)(=O)c2ccc3c(c2)CCCC(=O)N3)c1C	-1.3%	-1%	-4%	nt	nt	1%	nt	-3%
CC(=O)c1cc(-c2ccc(F)cc2)n(CCC(=O)NC2CCCCC2)c1C	-1.1%	0%	-13%	nt	nt	0%	nt	-25%
O=C(Nc1c(C(=O)N2CCCCC2)cnn1-c1ccccc1)c1ccccc1	3.6%	-5%	3%	-8%[46.1 µM]	4%	9%	-3%	1%
Cc1ccccc1OCc1ccc(-c2nc(C#N)c(NCCCN(C)C)o2)o1	0.0%	2%	?	nt	nt	?	nt	-1%
CC1(C)CC(=O)c2sc(NC(=O)c3ccc4ncsc4c3)nc2C1	-0.8%	-11%	2%	-25%[46.1 µM]	0%	1%	-12%	-4%
CCOC(=O)c1cc2n(c1/N=C/N(C)C)-c1ccccc1C2=O	0.0%	6%	?	-5%[46.1 µM]	3%	25µM*	0%	1%
O=C(CSc1nccc(=O)[nH]1)Nc1ccccc1Sc1ccccc1	-3.2%	0%	-1%	-5%	15%	3%	-4%	-2%
CCCCNCc1cc(Br)c(OCC(=O)N2CCOCC2)c(OC)c1	-0.9%	4%	-2%	-5%[46.1 µM]	3%	0%	-6%	2%
COc1ccccc1N1CCN(Cc2cccs2)CC1	2.7%	8%	-15%	1%[46.1 µM]	-4%	-7%	-3%	0%
Nc1nncn1C(=O)c1c(Cl)cccc1Cl	6.3%	-1%	4%	-5%[46.1 µM]	0%	5%	3%	5%
O=C(CCc1ccccc1)Nc1ccccc1	?	-3%	-10%	-7%	1%	-7%[2.34 µM]	13%	-3%

# (next part)
SMILES	Epigenetic reg	TRb SRC2 PPI	Tau fluor cs	NPSR antagonist	CBFb RUNX1 block	Tau FP inhib	GLA spleen mod	TR SRC2 fluor cs
O=C(Cn1nnc(-c2cc(Cl)ccc2-n2cnnn2)n1)N1CCCc2ccccc21	-1.0%	-19%	-6%	-19%[46.1 µM]	-4%	3%	17%	3%
COc1ccc(-c2nc3ccccc3o2)cc1NC(=O)c1cccc2c(Cl)cccc12	-1.1%	5%	-10%	nt	nt	-6%	nt	3%
O=C(COC(=O)c1cnccn1)c1ccc(Cl)c([N+](=O)[O-])c1	?	6%	-19%	-38%	-1%	-6%	13%	3%
O=C(CCCCCn1c(SCc2ccncc2)nc2ccccc2c1=O)NCc1ccco1	-0.8%	-5%	0%	-23%[46.1 µM]	-9%	0%	-16%	-5%
O=C1C2=C(Nc3ccccc3SC2c2c(F)cccc2Cl)c2ccccc21 (stereo not given)	0.5%	-7%	?	nt	nt	?	nt	0%

# Arranged by count of non-hydrogen atoms (high to low): 3 of the compounds above
SMILES	Epigenetic reg	TRb SRC2 PPI	Tau fluor cs	NPSR antagonist	CBFb RUNX1 block	Tau FP inhib	GLA spleen mod	TR SRC2 fluor cs
COc1ccc(-c2nc3ccccc3o2)cc1NC(=O)c1cccc2c(Cl)cccc12	-1.1%	5%	-10%	nt	nt	-6%	nt	3%
O=C(Cn1nnc(-c2cc(Cl)ccc2-n2cnnn2)n1)N1CCCc2ccccc21	-1.0%	-19%	-6%	-19%[46.1 µM]	-4%	3%	17%	3%
O=C1C2=C(Nc3ccccc3SC2c2c(F)cccc2Cl)c2ccccc21 (stereo not given)	0.5%	-7%	?	nt	nt	?	nt	0%

# Not all compounds are listed; count on the stated rates, not on these rows.
